T cruzi growth: T. cruzi proliferation inhibition. inhibition, % at 8.34 µM. 77,000 compounds, 5.9% hits. T. cruzi beta-gal in NIH3T3, GalScreen luminescence, 90 h;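 active means mean inhibition above about 93%, with at least 55% of replicates each passing it, limit read from the data, passing the limit was not always enough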
GASC1 inh: KDM4C (human) demethylase inhibition | 96,000 compounds, 0.15% hits | Q9H3R0 | inhibition, % at 12.5 µM | GST-KDM4C 2-372, H3K9me3 peptide, LANCE TR-FRET;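 active means mean replicate inhibition above about 25%, with at least 55% of replicates also reaching it, limit read from the data, passing the limit was not always enough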
Target sequence (Q9H3R0 2-372 limits assumed): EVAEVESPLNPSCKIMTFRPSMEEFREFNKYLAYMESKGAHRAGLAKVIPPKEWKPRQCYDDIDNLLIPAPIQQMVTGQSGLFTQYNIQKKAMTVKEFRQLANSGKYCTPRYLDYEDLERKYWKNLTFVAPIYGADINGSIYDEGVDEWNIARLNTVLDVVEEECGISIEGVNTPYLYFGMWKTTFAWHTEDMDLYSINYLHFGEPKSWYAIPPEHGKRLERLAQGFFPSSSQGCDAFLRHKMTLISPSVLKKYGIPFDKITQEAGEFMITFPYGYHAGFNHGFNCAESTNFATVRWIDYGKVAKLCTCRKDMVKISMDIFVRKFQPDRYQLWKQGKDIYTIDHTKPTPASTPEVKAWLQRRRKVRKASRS
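Compound: one test concentration per compound; Material: GST-GASC-1 enzyme fragment 2-372; Amount: GASC-1 enzyme at 10 nM final in reaction; Also added: H3K9me3 peptide substrate, Fe(II), 2-oxoglutarate; Technique: LANCE TR-FRET; Times: 30 min demethylation and 1 h detection at room temperature.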
Pf Dd2 inh: P. falciparum Dd2 growth inhibition; AID 1159554; activity change, % at 10 µM; 94,000 compounds, 2.3% hits; SYBR Green, 72 h; hits give low values; in the data active means activity change below about -80%
C diff HTS: blocks growth of Clostridium difficile. Clostridium difficile clinical isolate growth, OD600, 24 h; hits give low values. growth activity, negative = inhibition, % at 16 µg/mL (by protocol). 86,000 compounds, 0.25% hits;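 active means mean growth activity at or below -80% and every replicate also at or below -80%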;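 further: 0% = DMSO wells and -100% = levofloxacin 16 µg/mL wells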
Active calls of the source: *; nt = not tested or not shown; & = joins results of further samples.

SMILES	T cruzi growth	GASC1 inh	Pf Dd2 inh	C diff HTS
CN1CCN(C(=O)C[C@@H]2CC[C@@H]3[C@H](COC[C@@H](O)CN3C(=O)Nc3cc(Cl)cc(Cl)c3)O2)CC1	-41	-1.7	11	nt
O=C(c1cccc(F)c1)N1CC2(C1)[C@H](c1ccccc1)[C@@H](CO)N2C(=O)C1CCOCC1	nt	2.4	29	1
CN1CCN(C(=O)C[C@H]2C[C@@H]3c4cc(NC(=O)Nc5ccc(C(F)(F)F)cc5)ccc4O[C@@H]3[C@H](CO)O2)CC1	-59	0.7	-13	4
O=C(N[C@H]1C=C[C@@H](CC(=O)N2CCCCC2)O[C@H]1CO)c1cccc(F)c1	-27	0.4	20	-1
CC(=O)N1[C@H](CO)[C@H](c2ccc(-c3cccc(F)c3)cc2)[C@H]1CNC(=O)C1CC1	13	-2.9	9	-7
CCCNC(=O)Nc1ccc2c(c1)C(=O)N(C)C[C@@H](OC)[C@@H](C)CN(Cc1ccccc1)[C@@H](C)CO2	12	0.0	nt	nt
C[C@H](CO)N1C[C@H](C)[C@H](CN(C)C(=O)c2cccc(F)c2)Oc2cc(-c3ccncc3)ccc2S1(=O)=O	109*	-0.5	-43	3
COC(=O)C[C@@H]1CC[C@@H]2[C@@H](COc3ccc(NC(=O)C4CC4)cc3C(=O)N2C)O1	-23	0.6	13	0
C[C@H](CO)N1C[C@H](C)[C@@H](CN(C)C(=O)Nc2ccc(F)cc2)Oc2ncc(C#Cc3ccc(F)cc3)cc2C1=O	46	-1.4	-36	nt
Cc1ccc(S(=O)(=O)N(C)C[C@H]2Oc3ccc(NC(=O)CCCN(C)C)cc3C(=O)N([C@H](C)CO)C[C@@H]2C)cc1	-2	1.3	16	4
O=C(Cc1ccccn1)N1CC2(C1)[C@H](c1ccccc1)[C@H](CO)N2C(=O)c1cccnc1	nt	0.0	2	1
C[C@@H]1CN([C@@H](C)CO)C(=O)c2cc(-c3cccc(F)c3)cnc2O[C@@H]1CN(C)C(=O)Nc1ccccc1F	88	-2.1	19	2

The last three compounds of the part before come first, to join the parts.
SMILES	T cruzi growth	GASC1 inh	Pf Dd2 inh	C diff HTS
Cc1ccc(S(=O)(=O)N(C)C[C@H]2Oc3ccc(NC(=O)CCCN(C)C)cc3C(=O)N([C@H](C)CO)C[C@@H]2C)cc1	-2	1.3	16	4
O=C(Cc1ccccn1)N1CC2(C1)[C@H](c1ccccc1)[C@H](CO)N2C(=O)c1cccnc1	nt	0.0	2	1
C[C@@H]1CN([C@@H](C)CO)C(=O)c2cc(-c3cccc(F)c3)cnc2O[C@@H]1CN(C)C(=O)Nc1ccccc1F	88	-2.1	19	2
C[C@H](CO)N1C[C@H](C)[C@H](CN(C)C(=O)C2CC2)Oc2cc(-c3cccc(C#N)c3)ccc2S1(=O)=O	76	-1.3	-24	3
O=C(Cc1ccccn1)N[C@H]1CC[C@@H](CCNC(=O)c2cc(Cl)cc(Cl)c2)O[C@H]1CO	-19	8.6	4	nt
COc1ccc(NC(=O)Nc2ccc3c(c2)C(=O)N([C@@H](C)CO)C[C@@H](C)[C@H](CN(C)Cc2ccncc2)OCCCC[C@@H](C)O3)cc1	42	1.4	4	1
COc1ccc(S(=O)(=O)N(C)C[C@H]2Oc3ncc(-c4ccncc4)cc3C(=O)N([C@H](C)CO)C[C@@H]2C)cc1	29	-0.8	-80	2
COc1ccc(CN(C)C[C@@H]2OCCCC[C@@H](C)Oc3ccc(NC(=O)Cc4ccccc4)cc3C(=O)N([C@@H](C)CO)C[C@@H]2C)cc1	90	0.6	-45	1
C[C@@H]1CN([C@@H](C)CO)C(=O)Cc2cc(NC(=O)Nc3ccc(F)cc3)ccc2O[C@H]1CN(C)S(=O)(=O)c1ccc(Cl)cc1	0	-0.1	-47	4
C[C@@H]1CN([C@H](C)CO)C(=O)Cc2cc(NC(=O)CCN3CCOCC3)ccc2O[C@H]1CN(C)Cc1ccc2c(c1)OCO2	28	-1.5	-14	5
CCCNC(=O)N1[C@@H](CO)[C@H](c2ccccc2)C12CN(C(=O)CC1CC1)C2	nt	0.9	4	-3
C[C@H]1CN([C@@H](C)CO)C(=O)c2cccc(NC(=O)Nc3ccc(F)cc3)c2O[C@@H]1CN(C)Cc1ccccc1	34	-1.4	-23	-18
C[C@@H]1CCCCO[C@H](CN(C)C(=O)c2ccncc2)[C@H](C)CN([C@H](C)CO)C(=O)c2cc(NC(=O)c3ccccc3)ccc2O1	97*	1.1	-7	-1
C[C@@H]1CN([C@H](C)CO)C(=O)c2cc(NS(C)(=O)=O)ccc2O[C@H]1CN(C)Cc1ccc(Oc2ccccc2)cc1	75	0.5	1	-9
O=C(Cc1ccccc1)N1C[C@@H]2[C@H](c3ccccc31)[C@@H](CO)N2C(=O)Cc1ccccc1	28	2.7	-11	8

Arranged by heavy-atom count (low to high): some entries from above
SMILES	T cruzi growth	GASC1 inh	Pf Dd2 inh	C diff HTS
O=C(Cc1ccccn1)N[C@H]1CC[C@@H](CCNC(=O)c2cc(Cl)cc(Cl)c2)O[C@H]1CO	-19	8.6	4	nt
O=C(Cc1ccccc1)N1C[C@@H]2[C@H](c3ccccc31)[C@@H](CO)N2C(=O)Cc1ccccc1	28	2.7	-11	8
C[C@@H]1CCCCO[C@H](CN(C)C(=O)c2ccncc2)[C@H](C)CN([C@H](C)CO)C(=O)c2cc(NC(=O)c3ccccc3)ccc2O1	97*	1.1	-7	-1

More compounds follow.
SMILES	T cruzi growth	GASC1 inh	Pf Dd2 inh	C diff HTS
O=C(C[C@H]1CC[C@H]2[C@@H](COC[C@H](O)CN2C(=O)Nc2ccccc2)O1)NCc1ccncn1	-64	-2.1	nt	5&-14
O=C(C[C@@H]1CC[C@@H](NC(=O)c2ccccc2)[C@@H](CO)O1)NCc1ccncn1	26	6.4	-1	1
O=C(C[C@@H]1CC[C@H]2[C@@H](COC[C@H](O)CN2Cc2cccc(Cl)c2)O1)NCC1CCCCC1	-26	2.1	nt	56&50
CO[C@H]1CN(C)C(=O)c2ccc(NC(=O)c3ccccc3)cc2OC[C@@H](C)N(C(C)=O)C[C@@H]1C	20	0.1	-26	-5
COCC(=O)N(C)C[C@H]1Oc2cc(C#CC3CC3)ccc2S(=O)(=O)N([C@@H](C)CO)C[C@@H]1C	-68	-0.2	-14	1
C[C@@H]1CN([C@@H](C)CO)C(=O)c2cc(-c3ccccc3)cnc2O[C@H]1CN(C)Cc1ccccn1	-39	4.8	15	2
C[C@H](CO)N1C[C@H](C)[C@@H](CN(C)Cc2ccccn2)Oc2ncc(C#Cc3ccccc3)cc2C1=O	60	5.1	-57	0
C[C@@H]1CN([C@H](C)CO)C(=O)c2cc(NC(=O)NC3CCCCC3)ccc2O[C@H]1CN(C)Cc1ccc(C(F)(F)F)cc1	98	-2.1	13	nt
CNC(=O)C[C@H]1CC[C@@H]2[C@@H](COc3ccc(NC(=O)c4ccc(OC)cc4)cc3C(=O)N2C)O1	25	6.5	-5	1
O=C(C1CCOCC1)N1CC[C@@H]2[C@H](CO)Nc3ccc(-c4cccc(F)c4)cc3[C@@H]21	54	1.1	-2	-12
C[C@@H]1CCCCO[C@@H](CN(C)Cc2ccc(C(F)(F)F)cc2)[C@H](C)CN([C@H](C)CO)C(=O)c2cc(NC(=O)CCCN(C)C)ccc2O1	77	6.4	-89*	6
Cc1noc(C)c1NC(=O)N(C)C[C@@H]1Oc2ccc(NC(=O)C3CCCCC3)cc2C(=O)N([C@H](C)CO)C[C@H]1C	21	2.4	15	-5
C[C@@H](NC(=O)C[C@H]1C[C@H]2c3cc(NS(=O)(=O)c4ccc(F)cc4)ccc3O[C@H]2[C@@H](CO)O1)c1ccccc1	51	-0.7	-53	-6
C[C@H]1CN([C@@H](C)CO)S(=O)(=O)c2ccc(C3=CCCC3)cc2O[C@@H]1CN(C)CC1CCOCC1	nt	0.8	-6	-1
C[C@@H]1CCCCO[C@@H](CN(C)S(=O)(=O)c2ccccc2)[C@@H](C)CN([C@H](C)CO)C(=O)c2cc(NS(=O)(=O)c3cn(C)cn3)ccc2O1	15	-0.1	18	-2
CCC(=O)Nc1ccc2c(c1)C(=O)N(C)[C@@H]1CC[C@@H](CC(=O)NC3CCCC3)O[C@H]1CO2	-21	1.8	8	-2
C[C@H](CO)N1C[C@H](C)[C@@H](CN(C)C(=O)C2CCCCC2)OCCCC[C@H](C)Oc2ccc(NC(=O)Nc3cccc4ccccc34)cc2C1=O	119*	0.0	-6	0
Cc1noc(C)c1NC(=O)N(C)C[C@H]1Oc2c(NC(=O)NC(C)C)cccc2C(=O)N([C@@H](C)CO)C[C@H]1C	24	-0.7	17	-2
C[C@@H]1CN([C@@H](C)CO)C(=O)c2cccc(NS(=O)(=O)c3ccc(F)cc3)c2O[C@H]1CN(C)CC1CCCCC1	nt	0.6	6	-1
Cc1noc(C)c1NC(=O)Nc1ccc2c(c1)C(=O)N([C@H](C)CO)C[C@H](C)[C@@H](CN(C)C(=O)Nc1ccccc1)OCCCC[C@H](C)O2	10	-1.3	-4	-8
C[C@@H]1CN([C@H](C)CO)C(=O)c2cccc(NC(=O)Nc3ccccc3)c2O[C@H]1CN(C)Cc1ccc(-c2ccccc2)cc1	81	-1.9	-47	-2
COCCNC(=O)c1cc2c(c(-c3cccc(C4=CCCCC4)c3)n1)[C@H](CCO)N([S@@](=O)C(C)(C)C)C2	nt	0.3	-23	1
OC[C@H]1[C@H]2c3ccccc3NC[C@H]2N1CC1CCOCC1	8	-2.1	16	-4
CC(C)NC(=O)N(C)C[C@@H]1OCCCC[C@@H](C)Oc2ccc(NC(=O)c3ccncc3)cc2C(=O)N([C@H](C)CO)C[C@@H]1C	24	-1.2	14	-1
C[C@@H]1CN([C@H](C)CO)C(=O)c2cc(NC(=O)Cn3cnnn3)ccc2O[C@H]1CN(C)S(=O)(=O)c1cccs1	-10	0.3	3	nt
COc1ccc(CN2[C@@H]3CN(C(=O)c4ccccc4)c4ccccc4[C@@H]3[C@@H]2CO)cc1	71	2.9	-17	-1
Cc1ccccc1-c1ccc([C@H]2[C@@H](CO)N3CCCCN(C(=O)Nc4ccc(F)cc4)C[C@H]23)cc1	101*	-0.6	-35	26
C[C@H]1CN([C@@H](C)CO)C(=O)c2cc(NC(=O)Nc3cccc4ccccc34)ccc2O[C@@H]1CN(C)Cc1ccc2c(c1)OCO2	0	1.1	-7	-5
CN1C(=O)c2cc(NC(=O)C3CCOCC3)ccc2OC[C@H]2O[C@H](CC(=O)NCCc3ccncc3)CC[C@@H]21	14	-1.3	nt	3
O=C(N[C@@H]1CC[C@@H](CC(=O)N2CCOCC2)O[C@@H]1CO)c1ccc2c(c1)OCO2	6	1.0	8	-9
C[C@@H]1CCCCO[C@@H](CN(C)C(=O)Nc2ccccc2)[C@@H](C)CN([C@H](C)CO)C(=O)c2cc(NC(=O)Nc3cccc4ccccc34)ccc2O1	72	-0.4	-29	nt
C[C@H](O)C#Cc1ccc2c(c1)O[C@H](CN(C)C(=O)C1CC1)[C@H](C)CN([C@@H](C)CO)S2(=O)=O	25	-1.5	-20	nt
C[C@H](CO)N1C[C@H](C)[C@H](CN(C)Cc2ccccc2F)Oc2cc(C3=CCCC3)ccc2S1(=O)=O	76	-2.6	-75	-2
COc1ccc(-c2ccc([C@@H]3[C@@H](C#N)N(C(=O)C4CC4)[C@H]3CO)cc2)cc1	80	-1.0	-35	-4
O=C(Cc1ccncc1)NCC[C@@H]1CC[C@H](NC(=O)C2CCOCC2)[C@H](CO)O1	-25	0.8	11	1
O=C(C[C@@H]1CC[C@@H](NC(=O)Nc2cc(F)ccc2F)[C@@H](CO)O1)Nc1ccccc1	nt	-0.3	nt	-3
C[C@@H](NC(=O)C[C@H]1CC[C@H]2[C@@H](COC[C@H](O)CN2C(=O)Nc2cccc(Cl)c2)O1)c1ccccc1	110*	1.1	-42	18&-40
CCCC(=O)Nc1ccc2c(c1)OC[C@H](C)N(C(=O)C1CCCC1)C[C@H](C)[C@@H](OC)CN(C)C2=O	6	1.0	-5	nt
Cc1noc(C)c1NC(=O)Nc1ccc2c(c1)C(=O)N([C@H](C)CO)C[C@@H](C)[C@@H](CN(C)C(=O)Nc1ccccc1)O2	35	-2.2	43	nt
C[C@H](CO)N1C[C@H](C)[C@H](CN(C)C)OCCCC[C@H](C)Oc2ccc(NC(=O)C3CCCCC3)cc2C1=O	-11	-0.8	nt	2
COc1cccc(S(=O)(=O)N[C@@H]2CC[C@@H](CCn3cc(-c4ccccc4)nn3)O[C@@H]2CO)c1	-1	-1.3	-25	-2
O=C(C[C@H]1C=C[C@H](NS(=O)(=O)c2ccccc2)[C@H](CO)O1)N1CCc2ccccc2C1	nt	2.1	-2	-7
COCC#Cc1ccc([C@@H]2[C@H]3CN(C(=O)Nc4ccccc4F)CC(=O)N3[C@H]2CO)cc1	nt	0.0	-1	2
CCNC(=O)C[C@@H]1CC[C@H]2[C@@H](COC[C@H](O)CN2C(=O)c2cccnc2)O1	25	0.3	4	nt
CO[C@@H]1CN(C)C(=O)c2cc(NC(=O)c3ccc(F)cc3)ccc2OC[C@H](C)NC[C@@H]1C	-35	0.2	14	4

Some values from above.
Pf Dd2 inh with CCNC(=O)C[C@@H]1CC[C@H]2[C@@H](COC[C@H](O)CN2C(=O)c2cccnc2)O1 → 4
GASC1 inh with O=C(c1cccc(F)c1)N1CC2(C1)[C@H](c1ccccc1)[C@@H](CO)N2C(=O)C1CCOCC1 → 2.4
C diff HTS with O=C(C[C@H]1C=C[C@H](NS(=O)(=O)c2ccccc2)[C@H](CO)O1)N1CCc2ccccc2C1 → -7

Assay outcomes deposited in PubChem BioAssay by Broad Institute.
